Screening data deposited in PubChem BioAssay by several laboratories.
bCat KO growth: beta-catenin-lacking colon tumor cell growth suppression; HCT116 beta-catenin knockout viability, CellTiter-Glo, 60 h; hits give low values; viability, % at 10 µM; actives 1.5% (n = 140,000); AID 818;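 active = viability at or under a set limit, the compound median less 4 SD, cut at about 6% in these data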;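 also: 0% = Hyamine 1622 control at 20 µM and 100% = untreated cell control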
BB579 growth dn: yeast BB579 growth reduction in restrictive medium | inhibition, % at 10 µM | S. cerevisiae BB579 growth, OD615, 48 h | actives 0.51% (n = 140,000) | AID 804;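 active = inhibition above a set limit, 3 SD over the mean compound inhibition, cut at about 44% in these data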; also: inactives centre near -24
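controls = amphotericin B 10 µg/mL, positive | assay system = DeaD yeast strain BB579 | schedule = 48 h compound exposure at 30 °C after 4 h preincubation | detection = OD615 turbidity measurement | medium = restrictive CSMM-D medium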
Measles CPE: protection of cells from measles virus; actives 1.5% (n = 140,000); Measles virus-infected cells, CPE protection, absorbance; protection (pct of control), % at 4 µM; AID 841; in the data active = protection mostly above about 24%, no sharp cut-off; inactive = mostly below about 26%; also: some compounds called inactive have numbers as strong as hits
PTEN del growth: suppresses growth of cells with PTEN deletion | HCT116 PTEN-null viability, CellTiter-Glo, 60 h; hits give low values | viability, % at 10 µM | actives 1.2% (n = 140,000);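 active = viability at or below a set limit, 4 SD under the median of all tested compounds, cut at about 3.7% in these data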;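 also: PTEN knockout HCT116 line with beta catenin targeted HCT116 as companion control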
NPY-Y2 antag: blocks the human neuropeptide Y Y2 receptor; actives 0.99% (n = 140,000); inhibition, % at 2.7 µM; P49146; NPY-Y2 expressing cells, antagonist mode; in the data active = inhibition above about 17%;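 also: 0% = vehicle with agonist challenge and 100% = reference antagonist with challenge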
Target sequence (P49146 whole entry, looked up): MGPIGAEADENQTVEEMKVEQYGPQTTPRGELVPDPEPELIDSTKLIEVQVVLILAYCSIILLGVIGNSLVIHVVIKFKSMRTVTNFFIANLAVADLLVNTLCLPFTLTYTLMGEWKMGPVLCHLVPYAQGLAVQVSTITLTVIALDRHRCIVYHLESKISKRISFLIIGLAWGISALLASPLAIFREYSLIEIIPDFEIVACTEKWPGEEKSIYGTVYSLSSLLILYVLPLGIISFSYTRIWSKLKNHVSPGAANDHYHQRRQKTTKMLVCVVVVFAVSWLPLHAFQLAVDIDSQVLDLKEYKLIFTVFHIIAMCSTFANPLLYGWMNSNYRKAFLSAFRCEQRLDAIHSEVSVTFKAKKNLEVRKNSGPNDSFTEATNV
GALR2 blocker: blocks the human galanin receptor 2; O43603; GALR2-expressing cells, antagonist mode; inhibition, % at 4 µM; actives 0.39% (n = 140,000); AID 828; in the data active = inhibition above about 27%;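 also: cells stimulated with galanin 1-16 at roughly its EC80; 0% = agonist challenge control and 100% = basal control without agonist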
Target sequence (O43603 whole entry, looked up): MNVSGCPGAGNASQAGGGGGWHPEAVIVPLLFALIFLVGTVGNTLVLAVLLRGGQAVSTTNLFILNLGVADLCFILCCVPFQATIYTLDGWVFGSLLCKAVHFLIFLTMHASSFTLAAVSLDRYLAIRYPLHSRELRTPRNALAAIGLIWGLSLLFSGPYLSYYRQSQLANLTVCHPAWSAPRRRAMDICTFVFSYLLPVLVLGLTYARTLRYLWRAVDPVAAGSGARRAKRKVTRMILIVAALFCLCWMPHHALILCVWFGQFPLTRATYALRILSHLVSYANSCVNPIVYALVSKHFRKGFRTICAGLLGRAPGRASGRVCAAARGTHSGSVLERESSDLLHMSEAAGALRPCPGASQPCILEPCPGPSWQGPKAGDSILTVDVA
Phagocyt inh: macrophage phagocytosis inhibition. J774A.1 macrophage IgG-bead phagocytosis, imaging. inhibition, % at 5 µM. actives 0.07% (n = 110,000);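 active = inhibition above the mean of the plate negative controls plus 5 SD, cut at about 13% in these data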;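 also: phagocytic index as fraction of beads internalized from green versus red external bead signal; plate controls were DMSO negative control for no effect and cytochalasin-D positive control for full effect; some results beyond the cut were filed as inactive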
Yeast life ext: extends the lifespan of yeast | actives 0.68% (n = 130,000) | S. cerevisiae growth with nicotinamide, OD615; deaD strain in restrictive glucose medium | inhibition of the nicotinamide effect, % at 10 µM;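 active = inhibition above a set limit, placed 3 SD over the median of all compounds, cut at about 26% in these data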;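 also: 0% = nicotinamide-treated wells and 100% = cells grown without nicotinamide; some compounds called inactive have numbers as strong as hits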
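Measured by: optical density (absorbance) at 615 nm; System: modified budding yeast, DeaD strain; Medium: restrictive CSMM-D dextrose medium; Timing: 4 h preincubation then 48 h treatment at 30 °C.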
MRP1 act: activates MRP-1. actives 0.61% (n = 140,000). viability increase, % at 10 µM. H69AR cells + doxorubicin, viability rescue, CellTiter-Glo;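 active = viability gain under doxorubicin at or above a set limit, the compound median plus 3 SD, cut at about 4.7% in these data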;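 also: MRP-1 overexpressing cells given doxorubicin 25 µM after compound pretreatment; 18-22 h compound pretreatment then 72 h with doxorubicin before readout; 0% = doxorubicin-only wells and 100% = vehicle-treated cells without doxorubicin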
E-sel TNF inh: blocks E-selectin expression induced by TNF alpha; HUVEC TNFa-induced E-selectin immunofluorescence, high content; inhibition, % at 2 µM; actives 0.71% (n = 120,000); AID 1246;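 active = inhibition above the batch mean plus 3 SD, and confirmed as a hit on visual image review, cut at about 43% in these data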;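 also: 0% = TNF-stimulated DMSO wells and 100% = unstimulated control wells; not every result past the cut was called active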
* = called active by the depositor; . = not tested or not shown. An unsorted share of the library, and some 6.3% of all compounds hit somewhere here.

[1] CCOC(=O)c1ccc(NC(=O)CC2SC(=NC)N(C)C2=O)cc1 (stereo not given)
[2] O=C(CSc1nnc(-c2ccc(Cl)cc2)n1Cc1ccco1)NCc1ccc2c(c1)OCO2
[3] CCOC(=O)C1CCN(c2c(NCc3ccc(C(=O)NCCOC)cc3)c(=O)c2=O)CC1
[4] CC1CCCN(C(=O)CN2CCN(C(=O)c3ccco3)CC2)C1 (stereo not given)
[5] NC(=S)Nn1c(-c2ccccc2)nc2ccccc2c1=O
[6] COc1cccc(NC(=O)CN(C)C(=O)COc2ccc3ccccc3c2)c1
[7] CC(=O)Nc1cc(OC(C)=O)c2nonc2c1OC(C)=O
[8] NNC(=O)c1ccc(Cl)cc1Cl

assay / entry | 1 | 2 | 3 | 4 | 5 | 6 | 7 | 8
bCat KO growth | 95 | 69 | 97 | 85 | 103 | 86 | . | 95
BB579 growth dn | -35 | -37 | -19 | -14 | -9 | 4 | . | -23
Measles CPE | 3 | 8 | 11 | 16 | 11 | 7 | . | 19
PTEN del growth | 106 | 75 | 98 | 86 | 104 | 80 | . | 91
NPY-Y2 antag | -1 | 41* | -1 | 2 | -2 | 10 | 9 | 1
GALR2 blocker | 3 | 9 | 12 | -10 | 1 | 0 | 96* | -7
Phagocyt inh | 0 | -1 | -4 | 0 | -5 | -11 | -5 | 0
Yeast life ext | -14 | -1 | -4 | -2 | -1 | -3 | . | 3
MRP1 act | 0.2 | -0.9 | -1.0 | -0.8 | -0.6 | -0.3 | . | -1.6
E-sel TNF inh | -2 | -22 | 13 | -18 | -1 | -1 | 9 | .

[9] Cc1nc(SCC(N)=O)[nH]c(=O)c1Cc1ccc(OC(C)C)cc1
[10] CCOc1nc(-c2ccc(C)cc2)ccc1-c1noc(-c2cccnc2)n1
[11] CC(=O)Nc1cccc(NC(=O)c2sc3ncn(CC(=O)N4CCCCC4)c(=O)c3c2C)c1
[12] O=C(Cn1cnc2ccccc21)N/N=C/c1ccc([N+](=O)[O-])cc1
[13] Cc1cc(C(=O)CSc2nnc(-c3ccccc3)n2Cc2ccc3c(c2)OCO3)c(C)n1C
[14] N#CC1=C(N)N(c2ccccc2Sc2ccccc2)C(=O)C1
[15] CCN(CC)S(=O)(=O)c1cc(C(=O)Nc2cc(Cl)ccc2N2CCN(C)CC2)ccc1Cl
[16] COc1ccc(-n2nc(C(=O)NCC(=O)N3CCN(c4ccccn4)CC3)c3ccccc3c2=O)cc1

assay / entry | 9 | 10 | 11 | 12 | 13 | 14 | 15 | 16
bCat KO growth | 98 | 80 | 98 | 85 | 88 | 92 | 0.6* | 58
BB579 growth dn | -8 | -56 | -52 | -35 | -31 | -49 | -65 | -4
Measles CPE | 4 | 6 | 23 | 19 | 13 | 4 | 3 | 9
PTEN del growth | 101 | 94 | 105 | 87 | 87 | 101 | 0.5* | 51
NPY-Y2 antag | 3 | 3 | 1 | 1 | 6 | 2 | 4 | -1
GALR2 blocker | -1 | -3 | 5 | 14 | 7 | 7 | 11 | -13
Phagocyt inh | . | 1 | 1 | -9 | -2 | -2 | 1 | 3
Yeast life ext | 5 | -15 | -7 | 4 | -8 | -12 | -10 | -10
MRP1 act | -1.0 | -4.3 | -0.3 | -1.8 | -2.7 | -1.2 | -2.6 | -2.6
E-sel TNF inh | -11 | -26 | 21 | . | 19 | 20 | -11 | .

[17] Cc1ccccc1NC(=O)COC(=O)CNC(=O)c1sc2ccccc2c1Cl
[18] O=C(CCC(=O)Nc1ccc(Cl)cc1Cl)NNC(=O)[C@@H]1CCCC[C@@H]1C(=O)O
[19] CC1CCN(CCC(=O)N2CCCc3c2c(=O)oc2ccc(O)cc32)CC1
[20] Cc1cccc(C2(c3cccc(C)c3)CC2C(=O)Nc2ccc([N+](=O)[O-])cc2O)c1 (stereo not given)
[21] Cc1noc(C(=O)Nc2cccnc2)c1Cl
[22] COC(=O)c1c(N)c(C#N)c(C)n1-c1ccccc1
[23] O=C1NC(c2ccc3c(c2)OCO3)Oc2ccccc21 (stereo not given)
[24] c1ccc(-c2ccc(-n3ccnc3)cc2)cc1

assay / entry | 17 | 18 | 19 | 20 | 21 | 22 | 23 | 24
bCat KO growth | 88 | 100 | 86 | 5.9* | 97 | 88 | 101 | 77
BB579 growth dn | -35 | -32 | 26 | -20 | 11 | -17 | -38 | -33
Measles CPE | 5 | 11 | 8 | 13 | 9 | 6 | 18 | 17
PTEN del growth | 87 | 82 | 94 | 6 | 113 | 84 | 91 | 73
NPY-Y2 antag | 8 | 5 | -1 | -2 | 1 | 4 | 2 | 6
GALR2 blocker | 9 | 0 | 16 | 8 | -1 | -6 | 19 | 10
Phagocyt inh | 1 | -5 | 3 | -9 | -1 | 0 | -1 | 0
Yeast life ext | -3 | 7 | -8 | 1 | -11 | -3 | -1 | -14
MRP1 act | -2.2 | -2.3 | -2.2 | -4.0 | 1.3 | 2.9 | -1.0 | 0.3
E-sel TNF inh | . | 18 | . | . | . | . | 1 | .

In another format: entries from further up
The line under a structure holds: bCat KO growth | BB579 growth dn | Measles CPE | PTEN del growth | NPY-Y2 antag | GALR2 blocker | Phagocyt inh | Yeast life ext | MRP1 act | E-sel TNF inh
(12) O=C(Cn1cnc2ccccc21)N/N=C/c1ccc([N+](=O)[O-])cc1
 : 85 | -35 | 19 | 87 | 1 | 14 | -9 | 4 | -1.8 | .
(13) Cc1cc(C(=O)CSc2nnc(-c3ccccc3)n2Cc2ccc3c(c2)OCO3)c(C)n1C
 : 88 | -31 | 13 | 87 | 6 | 7 | -2 | -8 | -2.7 | 19
(14) N#CC1=C(N)N(c2ccccc2Sc2ccccc2)C(=O)C1
 : 92 | -49 | 4 | 101 | 2 | 7 | -2 | -12 | -1.2 | 20
(15) CCN(CC)S(=O)(=O)c1cc(C(=O)Nc2cc(Cl)ccc2N2CCN(C)CC2)ccc1Cl
 : 0.6* | -65 | 3 | 0.5* | 4 | 11 | 1 | -10 | -2.6 | -11
(16) COc1ccc(-n2nc(C(=O)NCC(=O)N3CCN(c4ccccn4)CC3)c3ccccc3c2=O)cc1
 : 58 | -4 | 9 | 51 | -1 | -13 | 3 | -10 | -2.6 | .
(17) Cc1ccccc1NC(=O)COC(=O)CNC(=O)c1sc2ccccc2c1Cl
 : 88 | -35 | 5 | 87 | 8 | 9 | 1 | -3 | -2.2 | .
(18) O=C(CCC(=O)Nc1ccc(Cl)cc1Cl)NNC(=O)[C@@H]1CCCC[C@@H]1C(=O)O
 : 100 | -32 | 11 | 82 | 5 | 0 | -5 | 7 | -2.3 | 18
(19) CC1CCN(CCC(=O)N2CCCc3c2c(=O)oc2ccc(O)cc32)CC1
 : 86 | 26 | 8 | 94 | -1 | 16 | 3 | -8 | -2.2 | .
(20) Cc1cccc(C2(c3cccc(C)c3)CC2C(=O)Nc2ccc([N+](=O)[O-])cc2O)c1 (stereo not given)
 : 5.9* | -20 | 13 | 6 | -2 | 8 | -9 | 1 | -4.0 | .
(21) Cc1noc(C(=O)Nc2cccnc2)c1Cl
 : 97 | 11 | 9 | 113 | 1 | -1 | -1 | -11 | 1.3 | .

Going on with the list.
[25] O=C(NCCCn1ccnc1)c1csc2ccccc12
[26] COC(=O)C1=C(C)N(c2cc(Cl)cc(Cl)c2)C(=O)C1
[27] COc1ccc(N(C)S(=O)(=O)c2cccc(C(=O)OCC(=O)Nc3sc4c(c3C#N)CCCCC4)c2)cc1
[28] O=C(Nc1ccc2oc(-c3cccnc3)nc2c1)c1cc2ccccc2o1

assay / entry | 25 | 26 | 27 | 28
bCat KO growth | 100 | 66 | 90 | 95
BB579 growth dn | -28 | 6 | -9 | -21
Measles CPE | 16 | 32 | 7 | 10
PTEN del growth | 102 | 65 | 97 | 81
NPY-Y2 antag | 3 | 1 | -1 | -2
GALR2 blocker | 6 | 3 | 0 | 1
Phagocyt inh | -2 | 0 | -11 | 1
Yeast life ext | 9 | -5 | 5 | -15
MRP1 act | -0.8 | -2.4 | -2.6 | 2.1
E-sel TNF inh | 8 | 51 | 28 | .

Reprinted, entries 24 to 25
[24] c1ccc(-c2ccc(-n3ccnc3)cc2)cc1
[25] O=C(NCCCn1ccnc1)c1csc2ccccc12

assay / entry | 24 | 25
bCat KO growth | 77 | 100
BB579 growth dn | -33 | -28
Measles CPE | 17 | 16
PTEN del growth | 73 | 102
NPY-Y2 antag | 6 | 3
GALR2 blocker | 10 | 6
Phagocyt inh | 0 | -2
Yeast life ext | -14 | 9
MRP1 act | 0.3 | -0.8
E-sel TNF inh | . | 8
